# Screening results as filed in PubChem.
# ROMK primary = modulators of human ROMK potassium channel; Tet-inducible ROMK, thallium flux fluorescence; actives lie on both sides; P48048; AID 1918; actives 2% (n = 130,000); B-score at 10 µM;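 active = signal ratio slope over the read window, or its plate-corrected B-score, at least 3 SD from the plate mean, either direction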;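 note: B-score of the F/F0 ratio slope over 7 to 12 s after thallium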
# L major viab = inhibitors of Leishmania major promastigote growth; inhibition, % at 10 µM; actives 9% (n = 200,000); AID 1063; Leishmania major promastigotes, resazurin fluorescence viability; in the data active = inhibition above about 50%;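 note: promastigotes grown with compound for 44 hours at 28 °C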
# PPARg SRC-2 ag = PPARgamma-driven SRC-2 recruitment agonism; activation, % at 8 µM; AID 1032; PPARgamma LBD-SRC-2 recruitment, biochemical; actives 0.34% (n = 200,000); P37231; in the data active = activation above about 22%;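 note: 0% = vehicle and 100% = reference agonist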
# Target sequence (P37231 whole entry, looked up, the tested form may be a part): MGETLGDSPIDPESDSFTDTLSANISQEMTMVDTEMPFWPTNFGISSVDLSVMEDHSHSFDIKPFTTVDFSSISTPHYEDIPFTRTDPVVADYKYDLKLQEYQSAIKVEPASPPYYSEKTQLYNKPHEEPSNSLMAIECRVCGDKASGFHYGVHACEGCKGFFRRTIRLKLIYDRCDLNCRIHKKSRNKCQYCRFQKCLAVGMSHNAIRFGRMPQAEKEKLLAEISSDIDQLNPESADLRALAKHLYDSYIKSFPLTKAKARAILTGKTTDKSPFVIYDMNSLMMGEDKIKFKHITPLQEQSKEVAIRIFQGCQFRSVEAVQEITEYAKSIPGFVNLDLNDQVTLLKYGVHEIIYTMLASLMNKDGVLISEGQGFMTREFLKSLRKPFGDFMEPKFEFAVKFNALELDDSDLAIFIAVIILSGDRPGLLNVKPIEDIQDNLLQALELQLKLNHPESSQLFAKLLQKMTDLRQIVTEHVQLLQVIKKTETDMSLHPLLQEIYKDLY
# bIAP inh = intestinal alkaline phosphatase (bovine) inhibition; inhibition, % at 20 µM; 190,000 tested, under 10 active; purified bovine IAP, CDP-star luminescence, 30 min; AID 1019;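 active = over 50% inhibition of intestinal alkaline phosphatase at 20 µM in the single-dose screen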
#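 test system = bovine IAP enzyme | medium = DEA buffer 100 mM, pH 9.8, with MgCl2 1.0 mM, ZnCl2 0.02 mM | detection = luminescence | dosing = single compound dose of 20 µM, 2% DMSO final | incubation = 30 min reaction at room temperature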
# PPARg SRC-1 ag = PPARgamma-driven SRC-1 recruitment agonism | activation, % at 8 µM | PPARgamma-SRC-1 coactivator recruitment biochemical assay | actives 0.41% (n = 200,000) | P37231; in the data active = activation above about 19%;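 note: 0% = DMSO and 100% = reference agonist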
# DTT redox prof = compounds producing H2O2 with reducing agent – biochemical, NIH compound library profiling, artefact control for MLSCN library redox annotation, primary screen; activation, % at 10 µM; actives 0.03% (n = 200,000); DTT-dependent redox cycling H2O2, phenol red/HRP absorbance; 100% = 100 µM peroxide control, 0% = buffer;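 active = activation of at least 50% relative to the plate's high and low controls in the primary single-dose screen; inactive = activation below 50%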;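 note: compound incubated with DTT at 0.8 mM final as the reducing agent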
# S1P3 antagonist = blocks the human S1P3 receptor | Q99500 | CHO S1P3 NFAT-BLA reporter, FRET fluorescence, antagonist mode | inhibition, % at 4.98 µM | actives 0.27% (n = 170,000);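 active = inhibition above the plate cutoff, the mean inhibition of test wells on that plate plus 3 SD, cut at about 28% in these data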;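 note: cells challenged with S1P at its EC80 of 0.8 µM; blue over green emission ratio from cleaved BLA substrate after 4 h stimulation; 0% = S1P-stimulated wells and 100% = unstimulated DMSO-only wells; some compounds past the cut are filed as inactive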
# Target sequence (Q99500 whole entry, looked up): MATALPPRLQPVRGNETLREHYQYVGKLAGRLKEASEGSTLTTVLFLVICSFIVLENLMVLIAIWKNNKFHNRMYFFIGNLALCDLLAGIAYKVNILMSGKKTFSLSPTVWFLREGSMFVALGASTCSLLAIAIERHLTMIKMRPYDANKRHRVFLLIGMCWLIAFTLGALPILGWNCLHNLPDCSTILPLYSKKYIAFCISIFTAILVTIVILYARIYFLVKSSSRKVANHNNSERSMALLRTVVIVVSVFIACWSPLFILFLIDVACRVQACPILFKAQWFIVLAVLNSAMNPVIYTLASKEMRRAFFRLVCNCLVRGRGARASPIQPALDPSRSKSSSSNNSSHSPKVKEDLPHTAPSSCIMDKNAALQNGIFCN
# Efa HMGR inh = E. faecalis class II HMG-CoA reductase inhibition | purified E. faecalis HMGR, NADPH absorbance 340 nm kinetic | inhibition, % at 10 µM | actives 0.41% (n = 190,000) | AID 1066;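 active = inhibition above a set limit, the median over all tested compounds plus 3 SD, cut at about 9.5% in these data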;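 note: enzyme runs in reverse so mevalonate oxidation gives rising NADPH absorbance; 0% = complete reaction with DMSO and 100% = background rate lacking mevalonate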
# RAM network inh = blocks the yeast RAM network | S. cerevisiae dse1pr::URA3 reporter, 5-FOA growth OD615, 2 d; analog-sensitive cbk1-as2 kinase mutant strain | inhibition, % at 50 µM | actives 1.8% (n = 190,000) | AID 868;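 active = inhibition above a set limit, 3 SD over mean compound inhibition, cut at about 8.4% in these data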;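 note: 0% = DMSO-only wells with no growth and 100% = 10 µM 1-NA-PP1 full growth; inhibition rescues growth on 5-FOA so higher OD means more RAM inhibition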
# PPARg SRC3 recr = PPARgamma-driven SRC-3 recruitment agonism; P37231; biochemical PPARgamma/SRC-3 coactivator recruitment assay; activation, % at 8 µM; actives 0.26% (n = 200,000); in the data active = activation above about 23%;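 note: 0% = DMSO and 100% = reference agonist; some compounds past the cut are filed as inactive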
# TR-FRET SRC-2 ct = TR-FRET artefact, counter-screen to PPARgamma/SRC-2 agonist assay | stronger effect = higher value | actives 0.4% (n = 200,000) | TR-FRET ratio at 8 µM; in the data active = TR-FRET ratio above about 2000; note: inactives centre near 1500
# * marks the source's active call; other numbers are inactive results; . = no result given.
SMILES,ROMK primary,L major viab,PPARg SRC-2 ag,bIAP inh,PPARg SRC-1 ag,DTT redox prof,S1P3 antagonist,Efa HMGR inh,RAM network inh,PPARg SRC3 recr,TR-FRET SRC-2 ct
COc1cc(C(=O)N/N=C2\CCS(=O)(=O)c3ccc(F)cc32)cc(OC)c1OC,0.512,0.1,4.8,-1.6,-1.6,-0.2,7.2,-1.0,1.6,6.0,1565
CCOC(=O)C1=C(C)NC2=C(C(=O)CC(C)(C)C2)C1c1ccsc1 (stereo not drawn),.,6.4,4.2,1.2,4.3,-1.8,.,-3.8,2.3,-0.2,1646
Cc1ccc(-c2cc(C(=O)N/N=C/c3ccco3)n[nH]2)s1,.,4.0,7.7,-3.4,1.4,0.8,-1.9,-3.1,2.1,6.2,1608
COc1cccc(-c2cc(C(F)(F)F)n3ncc(S(=O)(=O)c4ccccc4)c3n2)c1,.,-2.8,-2.6,-0.7,-6.9,3.2,.,-4.9,5.1,-12.2,1359
Cc1cc(C)nc(NS(=O)(=O)c2ccc(NC(=S)NC(=O)c3cccnc3)cc2)n1,0.518,-10.0,2.2,-1.3,5.8,-1.1,-15.9,-1.5,0.0,-2.1,1762
S=c1[nH]nc(-c2cccnc2)n1-c1ccccc1,0.629,-6.3,14.0,-5.4,9.7,-0.5,.,5.3,2.4,-0.7,1808
CCn1c(C(=O)N2CCC(Cc3ccccc3)CC2)cc2sccc21,0.273,11.7,-4.8,7.1,0.3,0.8,6.5,-3.4,6.8,10.7,1504
CC(C)(C)C(=O)N1CCN(c2ccc([N+](=O)[O-])c(-n3nc(-c4ccccc4)c4ccccc4c3=O)c2)CC1,0.529,57.3*,15.8,-47.7,12.6,-0.2,-20.2,-10.8,7.7,4.3,1411
CCn1c(C)[n+](CC(O)COCC2CC=CCC2)c2ccccc21 (stereo not drawn),0.112,20.9,3.9,27.9,-1.8,0.1,.,-0.6,0.2,-4.7,1489
COc1ccccc1C(=O)N(CN1CCCC1=O)c1cccc(Cl)c1,.,1.0,3.2,5.8,7.0,1.9,-2.2,-2.5,-0.5,13.8,1598
CCOC(=O)C1=C(N)N2C(=O)C(C)SC2=C(C(=O)OC)C1c1ccccc1OC (stereo not drawn),.,-3.1,0.6,5.2,4.3,1.2,-7.5,-3.3,0.0,5.2,1606
C=CCNC(=S)NC(CC(=O)OC)c1ccc2c(c1)OCO2 (stereo not drawn),0.0149,5.1,0.5,-3.6,1.9,-1.5,-1.4,-4.6,3.4,3.1,1558
COc1ccccc1-c1cc(C(=O)NCCc2ccccc2)no1,3.51*,-5.2,7.7,-5.5,5.2,0.3,.,1.8,4.6,-3.5,1488
Cc1c(C(=O)C(=O)N2CCCc3ccccc32)c2ccccc2n1C,.,7.2,-2.8,0.9,6.2,0.3,8.1,-2.7,1.0,2.5,1564
COc1ccc2oc(C)c(C(N)=O)c2c1,1.41,-1.4,3.8,-0.7,1.0,0.7,-7.6,-2.8,-0.2,8.7,1498
COc1ccc(C(=S)Nc2ccc(N(C)C)cc2)cc1,0.909,-4.7,9.8,10.5,-1.0,-0.9,.,-5.7,0.3,-2.3,1605
CCCN1C(=O)/C(=C/c2ccc(C)o2)SC1=Nc1ccc(OC)cc1,.,3.6,6.5,6.5,5.7,1.7,.,7.2,5.5,2.2,1506
CO/N=C/c1c(-c2ccc(Cl)cc2)nc2cc(C)ccn12,-2.36,60.5*,4.2,-3.0,3.8,0.0,11.2,-6.0,0.4,5.7,1527
COCCOC(=O)/C(C#N)=C/c1cn(Cc2ccccc2)nc1-c1cccnc1,1.19,1.6,-5.1,3.9,-4.1,0.3,-9.2,-4.5,-1.1,-6.7,1326
O=C(O)C1CCCCC1C(=O)Nc1ccc2c(c1)OCCO2 (stereo not drawn),1.02,-1.4,7.8,1.0,0.6,-2.0,-12.1,-3.1,0.8,11.7,1577
CCOC(=O)C1(Cc2ccc(OC)cc2)CCN(C(=O)CN2CCCCC2=O)CC1,0.786,5.1,4.1,-4.0,1.6,-1.3,-8.6,-6.8,-1.0,-2.3,1522
CCOC(=O)C1=C(CN2CCN(c3ccc(F)cc3)CC2)NC(=O)NC1c1cccs1 (stereo not drawn),.,4.2,12.5,3.4,-3.7,0.4,13.8,-1.0,-0.7,-1.5,1451
CCOC(=O)C1(CC)NC(c2ccc(OC)cc2OC)C2C(=O)N(C)C(=O)C21 (stereo not drawn),-0.671,0.1,-3.5,-3.8,4.4,-0.5,2.7,-8.8,1.0,2.7,1544
OCCCCNc1cccc2ccccc12,-0.105,13.2,7.3,4.4,11.9,-0.3,-2.0,-0.4,1.9,15.6,1299
Cc1cc(C)nc(Nc2n[nH]c(-c3ccc(C(C)(C)C)cc3)n2)n1,.,35.5,7.9,-25.9,-7.3,-0.6,-5.3,-3.4,4.0,3.5,1426

# Other structures:
SMILES,ROMK primary,L major viab,PPARg SRC-2 ag,bIAP inh,PPARg SRC-1 ag,DTT redox prof,S1P3 antagonist,Efa HMGR inh,RAM network inh,PPARg SRC3 recr,TR-FRET SRC-2 ct
Cc1cccc(-c2cc(C(=O)NCCCn3ccnc3)c3ccccc3n2)c1,.,16.6,0.1,-3.2,-2.8,1.6,.,8.4,-0.6,7.7,1546
Cc1cc2c(C)nc(-c3ccccc3)nc2o1,-1.1,-1.6,0.6,9.5,2.0,0.8,-8.2,-0.7,0.5,-0.3,1592
CC(=O)Nc1ccc([C@H]2[C@H](C)CC[C@H]3C(=O)N4[C@@H](CC[C@@H](C)[C@@H]4c4ccc(NC(C)=O)cc4)C(=O)N32)cc1,0.239,-5.6,0.0,-14.4,1.3,0.5,-2.1,-3.7,-0.1,-4.7,1469
COC(=O)CCc1c(C)c(C#N)c2nc3ccccc3n2c1N1CCCC1,-0.121,-1.1,7.8,-2.8,-4.4,1.8,5.0,1.3,-0.1,-0.7,1669
S=C(NC1CCCCC1)N1CCN(C/C=C/c2ccccc2)CC1,-1.17,94.4*,12.5,9.5,8.2,-0.7,0.8,-7.2,1.9,2.0,1513
CCCCn1c(CCNC(=O)CC)nc2ccccc21,.,0.7,5.0,6.1,-3.5,-1.1,3.6,-3.1,-0.8,-2.1,1634
COc1ccc(N2CCN(C(=O)CCNS(=O)(=O)c3cccs3)CC2)cc1,.,2.9,7.7,0.0,7.3,-3.3,.,-8.8,1.5,6.6,1521
NS(=O)(=O)c1ccc(CCNc2ncnc3c2c(-c2ccccc2)cn3-c2ccc(F)cc2)cc1,.,-4.0,-4.8,-1.7,-7.6,2.7,.,-2.1,0.9,8.0,1489
NNC(=O)Cn1c(SCc2ccccc2)nc2ccccc21,-0.0828,0.4,3.4,12.1,1.5,-0.1,.,-2.9,-0.5,-6.2,1522
COc1ccc(Nc2ccc([N+](=O)[O-])cc2[N+](=O)[O-])cc1,.,8.1,0.7,14.3,4.0,-0.6,-2.4,5.2,6.2,-0.2,1584
CC(=O)NCCC(=O)Nc1ccc(C(N)=O)cc1,0.0453,-5.1,5.3,-1.3,8.7,-0.2,2.8,-0.2,1.1,1.0,1522
Cc1noc(/C=C/c2ccco2)c1S(=O)(=O)N1CCC(C(=O)NCc2ccco2)CC1,.,76.8*,4.6,7.5,-1.7,-0.6,16.4,-4.3,2.1,2.4,1478
CCOC(=O)Cn1c(=O)c2c(nc3n2CCCCN3c2ccc(C)cc2)n(C)c1=O,.,6.5,-4.0,1.9,6.6,1.4,-22.4,0.7,0.9,-4.8,1498
Nc1nc(SCC(=O)NC2CCCC2)[nH]c(=O)c1-c1ccccc1,1.49,-23.2,0.4,5.8,-0.5,-0.1,.,1.9,1.6,-1.5,1629
CCNc1nc(Oc2ccc(=O)[nH]n2)nc(N2CCOCC2)n1,1.62,-5.1,-6.1,7.7,-2.1,1.0,.,2.0,-0.5,-3.5,1471
CCC(=O)Nc1ccc(S(=O)(=O)N2CCCCC2)cc1OC,0.282,6.1,-1.7,-6.6,-0.3,0.3,.,-2.8,0.8,-1.8,1628
O=C(O)CC(c1ccccc1)c1ccccc1,0.406,-5.2,-1.8,3.0,5.0,-0.1,-9.5,-0.8,2.6,1.6,1685
Cc1ccc(N2C(N)=C(C#N)C3(C(=O)N(C)c4ccccc43)C3=C2CC(C)(C)CC3=O)cc1Cl (stereo not drawn),0.00329,-2.4,2.4,-5.1,-2.6,0.2,.,-3.8,5.4,-7.0,1446
COc1ccc(-c2c3c(=O)n(C)c(=O)n(C)c3cn2Cc2cccnc2)cc1,1.31,-6.4,2.0,0.0,6.6,-1.7,-8.8,7.3,-0.6,3.2,1595
O=C(CSc1nc(-c2ccc(F)cc2)cs1)N1CCc2ccccc21,.,-5.0,2.5,10.2,11.1,0.1,.,-5.5,4.7,0.3,1523
Nc1ccccc1C(=O)N/N=C1/C2CN3CCN(C2)CC1(Cc1ccccc1)C3,0.263,-0.1,4.5,-0.8,4.8,-0.3,-33.0,-4.1,2.0,5.0,1732
CNC(=O)c1[nH]cnc1C(=O)Nc1ccccc1OC,.,-0.4,-5.4,6.0,-3.5,0.9,.,-2.4,0.0,-5.3,1461
COC(=O)C1CCN(CC(=O)Nc2ccc(OC)c(Cl)c2)CC1,0.128,-3.0,1.5,-24.0,1.8,0.0,-4.0,-3.0,0.7,0.4,1643
Cc1ccnc(NC2(C(F)(F)F)N=C3SCCN3C2=O)c1 (stereo not drawn),-0.135,-2.4,5.7,10.2,2.0,-1.4,3.1,-7.2,1.0,2.1,1493

# Three entries from above, ordered by formula weight, low to high.
SMILES,ROMK primary,L major viab,PPARg SRC-2 ag,bIAP inh,PPARg SRC-1 ag,DTT redox prof,S1P3 antagonist,Efa HMGR inh,RAM network inh,PPARg SRC3 recr,TR-FRET SRC-2 ct
CCCCn1c(CCNC(=O)CC)nc2ccccc21,.,0.7,5.0,6.1,-3.5,-1.1,3.6,-3.1,-0.8,-2.1,1634
S=C(NC1CCCCC1)N1CCN(C/C=C/c2ccccc2)CC1,-1.17,94.4*,12.5,9.5,8.2,-0.7,0.8,-7.2,1.9,2.0,1513
Nc1ccccc1C(=O)N/N=C1/C2CN3CCN(C2)CC1(Cc1ccccc1)C3,0.263,-0.1,4.5,-0.8,4.8,-0.3,-33.0,-4.1,2.0,5.0,1732

# An excerpt from above in order of the PPARg SRC-1 ag value, rising.
SMILES,ROMK primary,PPARg SRC-2 ag,bIAP inh,PPARg SRC-1 ag,DTT redox prof,S1P3 antagonist,Efa HMGR inh,RAM network inh,PPARg SRC3 recr
Cc1cc(C)nc(Nc2n[nH]c(-c3ccc(C(C)(C)C)cc3)n2)n1,.,7.9,-25.9,-7.3,-0.6,-5.3,-3.4,4.0,3.5
CCn1c(C)[n+](CC(O)COCC2CC=CCC2)c2ccccc21 (stereo not drawn),0.112,3.9,27.9,-1.8,0.1,.,-0.6,0.2,-4.7
COc1cc(C(=O)N/N=C2\CCS(=O)(=O)c3ccc(F)cc32)cc(OC)c1OC,0.512,4.8,-1.6,-1.6,-0.2,7.2,-1.0,1.6,6.0
